mcGAS RapidFire: inhibitors of Mus musculus cyclic GMP-AMP synthase, initial high-throughput assay, cell-free, RapidFire MS | Q8C6L5 | recombinant mouse cGAS, cGAMP by RapidFire MS | inhibition, % at 12.5 µM | 0.18% of 130,000 active;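 active means inhibition of cGAS enzyme activity at or above 60%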;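 further: enzyme stimulated by 45 bp dsDNA with ATP and GTP substrates; cGAMP share of summed cGAMP plus half ATP and half GTP signals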
Target sequence (Q8C6L5 whole entry, looked up): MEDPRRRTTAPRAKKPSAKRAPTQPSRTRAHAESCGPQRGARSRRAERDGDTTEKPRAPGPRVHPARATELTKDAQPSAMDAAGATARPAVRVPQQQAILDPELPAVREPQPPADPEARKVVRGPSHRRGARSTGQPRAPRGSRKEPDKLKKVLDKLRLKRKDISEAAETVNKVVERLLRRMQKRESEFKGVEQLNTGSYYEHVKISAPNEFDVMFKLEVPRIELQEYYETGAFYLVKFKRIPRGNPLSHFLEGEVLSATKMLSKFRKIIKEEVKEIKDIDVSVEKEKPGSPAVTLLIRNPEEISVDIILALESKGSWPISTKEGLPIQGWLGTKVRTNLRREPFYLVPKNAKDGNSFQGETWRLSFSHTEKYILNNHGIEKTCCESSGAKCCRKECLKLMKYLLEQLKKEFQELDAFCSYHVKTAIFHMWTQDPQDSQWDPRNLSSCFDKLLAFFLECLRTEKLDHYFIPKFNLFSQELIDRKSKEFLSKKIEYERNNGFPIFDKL
Numbers without * were called inactive; & = joins results of further samples.

SMILES	mcGAS RapidFire
CCOc1ccc2nc(S(=O)(=O)NC(=O)C3(C)CCN3C(=O)Cc3cccs3)sc2c1 (centres undefined)	1
CCOC(=O)Cn1cnc2c(nnn2Cc2ccc(F)cc2)c1=O	5
Cc1cc[n+](-c2nc3ccccc3nc2NS(=O)(=O)c2ccccc2)cc1	5
CCCc1nc(C)cc(N(C)CC2CC(=O)N(C(C)(C)C)C2)n1 (centres undefined)	-12&4
COCCNCc1c(-c2ccccc2)noc1N1CCc2ccccc2C1	-2
COC(=O)c1cc(OC)cc(C(=O)Nc2cnc3n2CCCC3)c1	-20
CN(CC1COc2ccccc2O1)C(=S)NC1CCCCC1 (centres undefined)	0
NC(c1ccccc1)c1cc2ccccc2o1 (centres undefined)	-11
Cc1cc(NC(=O)/C=C/c2cc3cnn(C(C)C)c3[nH]c2=O)n(C)n1	2
COc1ccc(OC)c(C2CCCN2Cn2nc(-c3ccccc3F)n(C)c2=S)c1 (centres undefined)	-6
COc1cc(C#N)ccc1OC(C)C(=O)c1ccc(CNC(C)=O)s1 (centres undefined)	2
Cc1scnc1C12CC3CC(CC(C3)C1)C2	19
Nc1nnc(C(NC(=O)c2cc3sccc3[nH]2)c2ccccc2)s1 (centres undefined)	-7
Cc1cc(C(=O)N(C)CC(=O)c2ccc(O)cc2)ccc1F	-19
COc1ccc(Br)cc1S(=O)(=O)NC(=O)/C=C/c1ccccc1Cc1ccc2ccccc2c1	-12
COc1cccc(NS(=O)(=O)c2cccc(C(F)(F)F)c2)c1	-6
COc1ccc(-c2cnccc2C)cc1Cl	-8
COC(=O)CC(NS(=O)(=O)c1c(C)noc1C)c1ccc(Cl)cc1 (centres undefined)	-8
COc1ccc(C=C2SC(=O)N(CCNC(=O)c3ccc(Br)o3)C2=O)cc1OC	-5
COc1cccc(CN2CCN(CC(C)C)C(=O)C2C)c1O (centres undefined)	-1
O=C(O)c1cccn(Cc2ccc(Cl)c(Cl)c2)c1=O	4
CN(Cc1ccccc1)C(=O)CSc1nnc(-c2ccco2)n1C	-1
CN(Cc1nc(COc2ccccc2)no1)CC1CCOCC1	-15
O=C1OCCN1c1cccc(NC(=O)N2CCCC2c2ccsc2)c1 (centres undefined)	-6
NC(=O)NC(=O)CN1CCN(Cc2ccc3c(c2)OCO3)CC1	0
O[C@@H]1CN(c2ncnc3nc[nH]c23)CC[C@H]1c1ccc2c(c1)OCO2	-31
FC(F)(F)c1ccnc(NOCc2ccccc2)n1	2
Nc1cc(Cl)ccc1N1CCCC1	1
CCOC(=O)C1(NC(=O)c2cccc(NC(=O)C3CC3C)c2)CCCCC1 (centres undefined)	1
CCS(=O)(=O)n1nc(-c2ccco2)nc1SC	11
O=C1CC2(CCCCC2)C(=O)N1	-1
C=CCN(Cc1ccc(Cl)s1)CC(O)c1cc(C)ccc1OC (centres undefined)	-11
CC1(C(=O)NS(=O)(=O)c2cccc(OC(F)F)c2)CCN1C(=O)C1(c2ccccc2)CC1 (centres undefined)	-4
COc1ccccc1C(C)N(C)C(=O)c1cccc(F)c1OC (centres undefined)	-15
Cn1ccc(C(=O)NCCc2ccc(OCc3ccccc3)cc2)cc1=O	-5
O=C1C2N=NN(C(=O)Nc3cccc(F)c3)C2C(=O)N1Cc1cccc(F)c1 (centres undefined)	6
CN(C)C(=O)CNC(=O)c1cc(-c2cccc(Cl)c2)no1	1
O=S(=O)(Nc1cccc(OC2CCCC2)c1)c1ccccc1F	-6&0
O=C(Nc1cc(F)ccc1Oc1ccccc1)N1CCC(CCO)C1 (centres undefined)	-11
C=CCC(c1ccccc1F)N(CCN1CCOCC1)C(=O)Nc1cccc(Cl)c1 (centres undefined)	-11
CC1(CNC(=O)CC(CCc2ccccc2)c2c[nH]c3ccc([N+](=O)[O-])cc23)CCCO1 (centres undefined)	0
CC(=O)NNC(=O)CCc1nc2ccccc2c(=O)[nH]1	-1
O=C(CCl)Nc1noc2ncccc12	-3
CC(=O)c1cccc2c1OC(C)C(=O)N2Cc1ccccc1F (centres undefined)	20
Cn1c(-c2ccc(F)cc2)csc1=N	-5
COc1cc(C)ccc1Oc1cc(-c2ccccc2)nc(SCc2ccccc2)n1	-10
CCOC(=O)C1(C(=O)OCC)Cc2ccsc2-c2sccc2C1	-9
O=C(NCc1ccc(OC(F)(F)F)cc1)c1ccc(-n2cnnn2)cc1	-1
Cc1ccc(SC2CCN(Cc3cc4n(n3)CCNC4)CC2)cc1	-6
CN(CC1CCCN(CCc2ccc(Cl)cc2)C1)C(=O)CN1CCCCC1=O (centres undefined)	-5
O=C1Nc2ccccc2NC12CCN(c1ncnc3[nH]ccc13)CC2	-8
N#CC(C(=O)c1cc(=O)c2ccccc2o1)c1ccc2ccccc2n1 (centres undefined)	3
CCCCC(=O)N1CC2(CCCC2)NC(=O)C1CC(=O)O (centres undefined)	3
CC(C)(C)CC(C)(C)c1ccc(OCC(=O)NNC(=O)c2ccccc2)cc1	-7
CCOCCn1c(=O)c2c(nc3n(Cc4ccccc4)c(C)c(C)n23)n(C)c1=O	-2
CCc1ccccc1N=C1S/C(=C/c2ccc(O)c(O)c2)C(O)=C1C(=O)OC	-2
O=C1N=C2OC(C(=O)N3CCCC3)=CN2CCN1Cc1ccccc1	-8
CCC1NC(=O)c2cc(S(N)(=O)=O)c(Cl)cc2N1 (centres undefined)	94*
Cc1cc(C(=O)N(C)Cc2ccoc2)c(NC(=O)C(C)(C)C)s1	-12
Cc1cc(Cl)c(Cl)cc1S(=O)(=O)NC1CC(C)(C)NC(C)(C)C1	-5

More structures follow:
SMILES	mcGAS RapidFire
C[C@@H]1CN(C2(C(=O)N(C)CCc3ccccn3)Cc3ccccc3C2)C[C@H](C)O1	-6
COc1ccc(C2CC(c3ccccc3)=Nc3nnnn32)cc1 (centres undefined)	-1
Cc1ccc(C)c(NC(=O)NC2(C(F)(F)F)Oc3ccccc3O2)c1	-1
COc1ccccc1Cn1c(C)c(C(=O)NCc2ccco2)sc1=O	-10
CN(C)c1ncccc1CNC(=O)Cc1ccc(O)c(Cl)c1	-24
CN(C)P1(N(C)C)=NC(c2ccccc2)=C(C#N)C(NN(c2ccccc2)c2ccccc2)=N1	-13
COc1ccc(C(=O)CSc2ccc(NC(=O)C(C)C)nn2)cc1	7
CCc1nc(-c2c(-c3ccccc3)ncn2Cc2ccc(CO)cc2)c(C)[nH]1	-14
N#Cc1ccc(CNc2ccc(F)cc2Cl)cc1	-11
CC1(C(=O)NS(=O)(=O)c2ccccc2)CCN1C(=O)Cc1cccs1 (centres undefined)	-10
Cc1cc(C)n2ncc(C(=O)NC3CC(=O)N(C4CCCCCC4)C3)c2n1 (centres undefined)	-9
COC(=O)Nc1ccc2c(c1)C(=O)Nc1cc(C)ccc1O2	-6
Cc1cccnc1NC(=O)CC1CSc2nc(C(C)C)cc(=O)n21 (centres undefined)	-4
CCOC(=O)COc1nsnc1N1CCOCC1	0
CCNC(=O)NC(=O)CSc1nncn1Cc1ccco1	-6

Single values from above.
CCc1ccccc1N=C1S/C(=C/c2ccc(O)c(O)c2)C(O)=C1C(=O)OC – mcGAS RapidFire = -2
C=CCC(c1ccccc1F)N(CCN1CCOCC1)C(=O)Nc1cccc(Cl)c1 (centres undefined) – mcGAS RapidFire = -11
COc1ccc(Br)cc1S(=O)(=O)NC(=O)/C=C/c1ccccc1Cc1ccc2ccccc2c1 – mcGAS RapidFire = -12
CCCc1nc(C)cc(N(C)CC2CC(=O)N(C(C)(C)C)C2)n1 (centres undefined) – mcGAS RapidFire = -12&4
CC1(C(=O)NS(=O)(=O)c2cccc(OC(F)F)c2)CCN1C(=O)C1(c2ccccc2)CC1 (centres undefined) – mcGAS RapidFire = -4
Nc1nnc(C(NC(=O)c2cc3sccc3[nH]2)c2ccccc2)s1 (centres undefined) – mcGAS RapidFire = -7
CN(C)C(=O)CNC(=O)c1cc(-c2cccc(Cl)c2)no1 – mcGAS RapidFire = 1

For reference, 2 of the compounds above:
SMILES	mcGAS RapidFire
CCOC(=O)COc1nsnc1N1CCOCC1	0
CCNC(=O)NC(=O)CSc1nncn1Cc1ccco1	-6

Going on with the list:
SMILES	mcGAS RapidFire
CN1CCN(Cc2ccc(C3CCCCC3)s2)CC1CCO (centres undefined)	-6
CS(=O)(=O)NC1CCN(c2nc3ccccc3nc2NS(=O)(=O)c2cccc(Cl)c2)CC1	9
Cc1nc2ccc(Cl)cn2c(=O)c1NC(=O)CC(C)(C)C	-10
N#Cc1cccc(S(=O)(=O)N2Cc3ccccc3CC2C(N)=O)c1 (centres undefined)	-15
CCN(C(=O)COc1ccc(F)cc1F)C(C)CS(=O)(=O)CC (centres undefined)	-12
Cc1cc(C(=O)NCCN2CC(C)CC(C)C2)nn1C(C)(C)C (centres undefined)	-13&8
COCCn1ccc2c(cnc3nc(-c4cccnc4)nn32)c1=O	-5
CC(CNCc1ccc(C(=O)O)cc1)c1ccccc1 (centres undefined)	-2
OCCCC1CCCN1C1C=CCCC1 (centres undefined)	-4
CN(CCCO)C(=O)c1cccc(CC2CCNCC2)c1	-10
CN(C)c1ccc(C(=O)N2CCCc3cc(OC(F)(F)F)ccc32)cn1	2
COc1cc(CN2CCN(Cc3ccc(F)c(F)c3)CC2CCO)cc(OC)c1 (centres undefined)	-1
NC(=O)NCC(=O)N1CCCC1c1cccs1 (centres undefined)	-12
CCC(C)N(Cc1cccnc1)C(=O)c1cccc(F)c1OC (centres undefined)	-7
Fc1ccccc1-c1cnnc(NCCc2cccc(Cl)c2)n1	-6

3 entries from above, with values ahead of the structure.
mcGAS RapidFire	Compound
-9	Cc1cc(C)n2ncc(C(=O)NC3CC(=O)N(C4CCCCCC4)C3)c2n1 (centres undefined)
-6	COC(=O)Nc1ccc2c(c1)C(=O)Nc1cc(C)ccc1O2
-4	Cc1cccnc1NC(=O)CC1CSc2nc(C(C)C)cc(=O)n21 (centres undefined)

Additional results.
SMILES	mcGAS RapidFire
CCn1c(C)cc(O)c(C(c2cccc(Cl)c2)N2CCN(C)CC2)c1=O (centres undefined)	-5
CC(=NNC(=S)NC(C)C)c1ccc2c(c1)OCO2	-7
COCCn1c(SCC(=O)OC)nc2ccccc2c1=O	-7
CS(=O)(=O)c1nc([N+](=O)[O-])nn1Cc1ccccc1	-5
CCn1c(SCCO)nnc1-c1ccc(C(C)(C)C)cc1	-3
O=C1C(=O)c2ccccc2C(O)=C1C1CCC(c2ccc(Cl)cc2)CC1 (centres undefined)	-5&-4
COCC1(C(=O)NCc2ccc3c(c2)CCCO3)CCC1	-11
CCCc1[nH]ncc1C(=O)N1CCC2(CCCO2)CC1	-6
COc1ccccc1CN1C(=O)CON=C1Cc1ccccc1	-5
CC(C)c1[nH]ncc1Br	-3
CCc1ccc(OC)c(S(=O)(=O)Nc2ccc(F)cc2)c1	7
COCCc1nc2ccc(C(=O)N3CCCCC3CCc3cccc(O)c3)cc2o1 (centres undefined)	-4
CCCc1nc(NC(C(=O)N(C)C)c2ccccc2)c2cnn(C)c2n1 (centres undefined)	-9
CC(C#N)CN(C)C(=O)c1ccc(Cl)c(S(C)(=O)=O)c1 (centres undefined)	-3
CCCn1nc(C(=O)Nc2ccc(Oc3ccc(C)c(C)c3)nc2)ccc1=O	-2
C/C=C/C(=O)N1CSCC1C(=O)N(Cc1cccnc1)C(C)C (centres undefined)	-4
Cc1cc(C)n(-c2ccc(F)cc2CN2C[C@H](N)C[C@H]2C(=O)NC(C)C)n1	-11
O=C(CCc1ccc(F)cc1)N1CCN(S(=O)(=O)c2cc(Cl)ccc2Cl)CC1	-23
CC1CCN(Cc2nnnn2CCCC(=O)N2CCC(c3ccncc3)CC2)CC1	2
COc1ccc2c(c1)SC(C)C(=O)N2Cc1ccc(F)cc1 (centres undefined)	-1
COc1cccc(-c2ccc(NC(=O)C3CCCN(Cc4nccs4)C3)cc2)c1 (centres undefined)	-15&-4
COc1ccc(NC(=O)C2(C)CCN2C2Cc3ccccc3C2)cc1OC (centres undefined)	-2
O=C(CS(=O)(=O)Cc1coc(-c2ccc(F)cc2)n1)Nc1ccccc1	-4
O=C(OCc1cc(-c2cc3ccccc3o2)on1)c1c(F)cccc1F	-8
CCOC(=O)c1cccnc1NCC(O)c1ccccc1OC (centres undefined)	-24
O=c1c(Oc2ccc(F)cc2)coc2cc(O)ccc12	0
COc1c(Cl)cc(Cl)cc1CNc1ccc2n[nH]nc2c1	1
O=C(NCc1ccccc1Cn1cccn1)c1cnn2c1CCCC2	-40
CSc1nc2c(c(=O)[nH]1)C(c1ccc(Cl)cc1)C(C#N)C(N)=N2 (centres undefined)	-9
CC1(C(=O)Nc2ccc(Cl)c(Cl)c2)CCN1Cc1ccccc1OC(F)F (centres undefined)	-11
O=C1OC(c2ccccc2I)=NC1=Cc1ccc2c(c1)OCCO2	-16
O=C(CCC1CCN(C(=O)C2CC=CCC2)CC1)N1CCC(Cc2ccccc2)CC1 (centres undefined)	-7
Cc1ccc(C2=[N+]([O-])C3(CCCCC/C3=N/NC(N)=S)N(O)C2(C)C)o1 (centres undefined)	-2
COc1cc(CN2CC34C=CC(O3)C(C(=O)NC3CCS(=O)(=O)C3)C4C2=O)cc(OC)c1OC (centres undefined)	-6
COCc1ccc(CN2CCC(CO)(CC3CCCCO3)CC2)o1 (centres undefined)	-10
O=C(CN1CCc2[nH]nc(-c3ccc(Cl)cc3)c2C1)NCc1ccccn1	6
Cc1noc(C)c1CN(C)Cc1ccc(OCC(F)(F)F)cc1	-10
CN(C)c1ncccc1NC(=O)CN(C)S(=O)(=O)c1ccc(Br)cc1	-7
CCCCC(=O)Nc1ccnn1CC1=CCCN(C)C1	-35
CN(C)CCOc1nc(-c2ccccc2)nc2c1oc1ccccc12	-5
O=C(O)C1C2C=CC(O2)C1C(=O)NCc1ccccc1Cl (centres undefined)	7
Cc1cc(C)cc(OCc2nc(CNC3CC3)cs2)c1	0
Cc1ccc2[nH]cc(-c3cc(C(=O)N4CCCC4)ccn3)c2c1	-11
CCc1c(C)nn(CCn2cnc(-c3ccccc3)c2-c2nc[nH]c2C)c1C	-9
COCCC(=O)N1CCC(Oc2ccc(C(=O)NCc3ccco3)cc2)CC1	-5

mcGAS RapidFire: what is marked active above.
SMILES	mcGAS RapidFire
CCC1NC(=O)c2cc(S(N)(=O)=O)c(Cl)cc2N1 (centres undefined)	94*

These rows are one share of the data; the hit share may differ from the screen's.
